Bioassay records (PubChem BioAssay)
Hep lipid drop – inhibitors of hepatocyte lipid droplet formation, primary screen, imaging, high-throughput imaging, BODIPY stain. AML12 mouse hepatocytes, oleate lipid droplets. inhibition, % at 6.5 µM. actives 0.4% (n = 240,000). AID 1656, 2009;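 active = lipid droplet intensity inhibited by at least 50%, with more than 500 cells counted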
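Assay system: AML12 hepatocytes (mouse) / Also added: 100 µM oleic acid challenge / Times: overnight treatment with compound plus oleate / Detection: high-content imaging of BODIPY-stained droplets and DAPI nuclei / Evaluation: % inhibition of lipid droplet signal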
SIAH1 antagonists – Siah-1 peptide-binding antagonists, primary screen, biochemical, fluorescence polarization, rhodamine-plectin, uHTS (AID 1817). E3 ubiquitin-protein ligase SIAH1 (Homo sapiens). Siah-1 / rhodamine-plectin peptide fluorescence polarization; higher % means a stronger effect. displacement, % at 20 µM, or IC50 in µM where a hit was titrated. actives 0.02% (n = 290,000);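 active = displacement of at least 50% at 20 µM, with a fluorescence ratio check between 0.3 and a set limit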;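 also: plate controls were Siah plus tracer with DMSO for no effect and tracer alone without Siah for full effect; strong numbers were not always called active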
K1F lysis inhibition – inhibition of K1F phage lysis, E. coli UTI89, bacterial capsule biogenesis inhibitors, alamar blue (AID 488966) | actives 0.02% (n = 340,000) | inhibition, % at 100 µM; hits with a dose series show IC50 in µM | E. coli UTI89 K1F phage lysis, alamar blue, 2 h; higher % means a stronger effect;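 active = phage lysis inhibition, versus mean bacterial control, above a set limit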;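 also: capsule biogenesis inhibitors block K1F phage lysis so surviving cells raise fluorescence; higher fluorescence means more inhibition of phage lysis; actives were called in the ten point dose series up to 300 µM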
Hep lipid drop cells 6.5 µM – further read-out of Hep lipid drop, marked with its call; cell count; measured here: cell count, cytotoxicity flag;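 cells counted across two imaged fields per well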
* hit, by the source's call; [ ] = remark or other dose.

SMILES | Hep lipid drop | Hep lipid drop cells 6.5 µM | SIAH1 antagonists | K1F lysis inhibition
CCc1ccc(C(C(=O)NCc2ccc(F)cc2)N(C(=O)c2csnn2)C2CC2)cc1 (stereo not given) | 7 | 839 | 0% | -0.4%
O=C(Nc1cccc(O)c1)c1ccc(S(=O)(=O)N2CCCCCC2)cc1 | 8 | 832 | 4% | -0.2%
O=C(NCc1ccncc1)c1cccc(S(=O)(=O)NCc2ccccc2)c1 | -2 | 581 | -1% | -0.4%[50 µM]
O=C(/C=C/c1ccc(Cl)cc1)NCCCn1ccnc1 | 7 | 806 | 6% | 0.9%[50 µM]
CC(C)(C)c1ccc(S(=O)(=O)N2CCc3nc4ccccc4c(C(=O)O)c3C2)cc1 | -5 | 795 | 11% | -0.1%
C[C@H](NC(=O)c1nc[nH]c1C(=O)N[C@@H](C)C(=O)OCc1ccccc1)C(=O)OCc1ccccc1 | 0 | 760 | -9% | -0.2%
Cc1ccc(OCc2cc(C(=O)NCc3cn4ccccc4n3)no2)cc1C | -10 | 754 | -1% | -0.1%
COc1cccc(-n2c(N)cc(=O)nc2SCC(=O)Nc2cc(C)on2)c1 | -1 | 845 | -1% | 0.4%
O=S(=O)(NCC1CCCO1)c1ccccc1F (stereo not given) | 26 | 791 | 3% | 0.1%
Cc1cc(N2C(=O)C(O)=C(C(=O)c3ccc(C)o3)C2c2cccc(Oc3ccccc3)c2)no1 (stereo not given) | -2 | 675 | 8% | -0.3%
O=C(NCc1ccc(F)cc1)C(c1cccnc1)N(C(=O)c1csnn1)c1ccccc1 (stereo not given) | -4 | 768 | -1% | -0.6%
O=C1CN(C(=O)NCC(=O)N[C@H](C(=O)O)c2ccccc2)c2ccccc2N1 | -7 | 755 | -2% | 0.2%
COc1cc(SC)ccc1C(=O)NCCNC(=O)c1nonc1N | -24 | 790 | 6% | 0.3%
COCCNC(=O)Cn1cc(/C=C(\C#N)C(=O)NC2CCCC2)c2ccccc21 | -5 | 796 | -3% | -0.9%
Cc1ccc(S(=O)(=O)N2CCN(CCNC(=O)C(=O)NCc3ccccc3)CC2)cc1 | 20 | 791 | 2% | 0.4%
Cc1ccc(N(C(=O)c2csnn2)C(C(=O)NC2CCCCC2)c2ccncc2)cc1 (stereo not given) | -10 | 779 | -2% | 1.2%
Cc1ccc(NS(=O)(=O)c2c(C(=O)N3CCCC3)c(C)n(C)c2C)cc1 | -13 | 698 | 0% | 0.3%
Cc1oc(-c2ccccc2Cl)nc1CS(=O)(=O)CC(=O)N1CCOCC1 | 3 | 833 | -3% | -2.0%
COc1ccc(NCc2nc3ccccc3n2C)cc1 | -6 | 837 | 0% | 0.0%
COc1cc(CCC(=O)OCC(=O)Nc2ccccc2F)cc(OC)c1OC | -10 | 673 | -4% | -0.2%
COc1cc(C(=O)NCCNc2nc3ccc(C)cc3cc2C#N)cc(OC)c1OC | 0 | 827 | 1% | 0.3%
Cc1cccc(NC(=S)N2CCN(S(=O)(=O)c3ccc(F)cc3)CC2)c1 | 1 | 814 | 14% | 0.6%[50 µM]
Cn1nc(C(=O)NCc2ccccc2)c2c1-c1ccccc1S(=O)(=O)C2 | 7 | 767 | 3% | 0.3%
Cc1ccc(C(=O)N2CCCC(N3CCN(c4ccccc4C)CC3)C2)c(=O)[nH]1 (stereo not given) | -20 | 740 | -3% | 0.3%
CC(Oc1ccccc1)C(=O)N1CCc2ccccc2C1 (stereo not given) | 2 | 845 | 0% | -0.3%
Next part:
SMILES | Hep lipid drop | Hep lipid drop cells 6.5 µM | SIAH1 antagonists | K1F lysis inhibition
O=C(CNCc1ccc(Cl)cc1)Nc1ccc(C(=O)N2CCCCC2)cc1 | 2 | 724 | -2% | -0.2%
CCOc1ccc(Cn2c(=O)sc3ccccc32)cc1 | -5 | 667 | 0% | -0.1%
Cc1ccc(NC(=O)CS(=O)CC(=O)NC23CC4CC(CC(C4)C2)C3)cc1 (stereo not given) | -3 | 745 | -4% | -1.1%
CN(C(=O)COC(=O)c1cc[n+]([O-])cc1)c1ccccc1 | 2 | 827 | 15% | -0.2%
CCCCNC(=O)c1cc2nc(-c3ccccc3)cc(C(F)(F)F)n2n1 | -25 | 836 | 3% | 0.1%
COC(=O)c1ccccc1NS(=O)(=O)c1c(C)noc1C | -2 | 878 | 1% | 3.0%[50 µM]
FC(F)Oc1ccccc1/C=N/Nc1nc2ccccc2o1 | 10 | 866 | -5% | 0.0%
Cc1cccnc1NC(=O)CCc1c[nH]c2ccccc12 | 0 | 848 | 1% | -1.6%[50 µM]
COc1ccc(OC(=O)COc2cc(C)ccc2C)cc1 | 3 | 844 | 6% | 0.2%
CC1C(=O)N2CCCc3cc(S(=O)(=O)N4CCC(C(N)=O)CC4)cc1c32 (stereo not given) | -2 | 715 | -6% | 2.0%
O=C(NC(=S)Nc1ccc(Cl)c(C(=O)O)c1)c1ccco1 | 9 | 839 | 9% | 0.3%[50 µM]
Cn1c(CNC(=O)CCNC(=O)c2ccc(Br)cc2)cc(=O)n(C)c1=O | -1 | 647 | -1% | -0.2%
Cc1cc(C)n(CCNC(=O)C2CCC(=O)N(CCc3cccc(F)c3)C2)n1 (stereo not given) | -4 | 716 | -2% | 0.0%
CC(=O)Nc1ccc(OCCOc2ccc(/C=C3\C(=N)N4N=C(C)SC4=NC3=O)cc2)cc1 | -8 | 808 | -2% | 0.1%
CCC(CC)COC(=O)C1=C(C)NC(=O)NC1c1ccccc1Br (stereo not given) | -2 | 746 | 13% | 0.1%
COc1ccc(CCN(CC(=O)NCc2ccc(F)cc2)C(=O)c2snc(C(N)=O)c2N)cc1OC | 2 | 723 | 4% | -0.1%
CC(C)CN(c1ccccc1)S(=O)(=O)c1nnc(NC(=O)c2ccco2)s1 | -24 | 715 | -2% | 0.0%
COc1ccc(OC)c(C(C)NC(=S)Nc2ccc(S(=O)(=O)Nc3ncccn3)cc2)c1 (stereo not given) | -11 | 842 | 0% | 0.2%[50 µM]
C/C(N)=C(/C#N)C(=O)CSc1nc(-c2ccccc2)c(-c2ccccc2)o1 | -9 | 685 | -5% | 0.3%
Cc1ccc(C)c(OCC(=O)Nc2cc(NC(=O)COc3cc(C)ccc3C)cc(C(=O)O)c2)c1 | 4 | 781 | 1% | -0.1%
O=C(Nn1cnc2ccccc2c1=O)c1ccccc1F | 20 | 885 | -3% | 0.1%
CCc1ccccc1N(C)S(=O)(=O)c1ccc(-c2cc(C)no2)s1 | 0 | 691 | -4% | -0.1%
CN1CCN(C(=O)c2ccc(OCCOc3ccccc3)cc2)CC1 | 7 | 836 | 4% | 0.2%
CCC(C)c1ccc(OCC(=O)Nc2ccc(CN3CCOCC3)cc2)cc1 (stereo not given) | 8 | 686 | 0% | 0.1%
CCOC(=O)c1[nH]c2ccc(F)cc2c1NC(=O)c1ccccc1C(=O)O | 10 | 807 | -3% | -1.1%[50 µM]
Other entries follow.
SMILES | Hep lipid drop | Hep lipid drop cells 6.5 µM | SIAH1 antagonists | K1F lysis inhibition
O=C(NCCCCNC(=O)c1ccc(Br)cc1)c1ccc(Br)cc1 | 26 | 830 | 7% | -0.2%
O=C(C#Cc1ccccc1)NCc1ccccc1F | 0 | 837 | -5% | -0.8%
O=C(c1cc([N+](=O)[O-])ccc1Cl)N1CCN(Cc2ccccc2)CC1 | 3 | 845 | -5% | 1.1%
COc1ccccc1CNS(=O)(=O)c1csc(C(N)=O)c1 | -9 | 734 | -2% | 3.2%
COc1ccc(S(=O)(=O)N2CCN(C3CCCC(C)C3)CC2)cc1 (stereo not given) | 8 | 800 | 8% | -0.2%
Cc1ccc(C(=O)C(SC(C)(C)C)n2cncn2)cc1 (stereo not given) | -19 | 799 | 3% | -0.1%
COc1ccc2cc(C(=O)O)n(CC(=O)c3ccccc3)c2c1 | 8 | 824 | -2% | 0.1%
Cc1nc2nc(SCC(=O)NCCCN3CCCCCC3)nn2c(C)c1Cc1ccccc1 | -32 | 826 | 2% | 0.0%
Cc1ccc(Cl)cc1N1CCN(S(=O)(=O)c2cn(C)cn2)CC1 | -18 | 782 | -3% | 0.2%
O=C(CCc1nnc2ccc(N3CCOCC3)nn12)Nc1ccc(F)cc1F | 9 | 713 | 5% | 0.2%
CC(C)n1nnnc1SCC(=O)Nc1cccc(F)c1 | -12 | 734 | 0% | -0.5%
O=c1[nH]c(C2CCN(S(=O)(=O)c3cccc(Cl)c3)CC2)nc2c1nnn2Cc1ccccc1 | -19 | 701 | -1% | -0.2%
COc1ccc(NS(=O)(=O)c2cn(C)cn2)c(OC)c1 | -7 | 718 | -6% | 0.3%
Cc1ccc(/C=N/NC(=O)c2ccc(-n3cccc3)cc2)o1 | -16 | 679 | 2% | 0.2%
O/N=C/c1ccc2cccc(OCc3ccccc3)c2n1 | -3 | 814 | -2% | 0.4%
Cc1cccc(NC(=O)c2cccc(C(=O)Nc3cccc(C)c3C)n2)c1C | -4 | 783 | -2% | 0.1%
CC(=O)c1ccc(OCc2cc(C(=O)NC(C)CCn3cccn3)no2)cc1 (stereo not given) | -2 | 850 | -3% | 1.8%[50 µM]
O=C(NCCCNC(=O)c1ccccn1)c1cccc(F)c1 | 1 | 800 | 2% | 0.2%
CCS(=O)(=O)c1ncc(Cl)c(C(=O)Nc2ccc(S(=O)(=O)N3CCC(C)CC3)cc2)n1 | -2 | 777 | 8% | -0.7%
CC(NC(=O)[C@H](C)N1C(=O)N2CCc3c([nH]c4ccccc34)[C@@]2(C)C1=O)c1ccccc1 (stereo not given in full) | -2 | 802 | -6% | 3.4%
Cc1nc2oc3ccc(Cl)cc3c(=O)c2cc1C(=O)O | 17 | 862 | 5% | 0.1%
O=C(CN(CC1CCCO1)C(=O)CNS(=O)(=O)c1ccc(F)cc1)NC1CCCCC1 (stereo not given) | -18 | 756 | 1% | 0.2%
CC1CCCC(NC(=O)c2cccc(S(=O)(=O)N3CCCCC3)c2)C1C (stereo not given) | -6 | 807 | 5% | -0.6%[50 µM]
NC(Cc1c[nH]c2ccccc12)C(=O)NCc1ccccc1 (stereo not given) | -6 | 832 | 2% | 6.3%
COC(=O)c1ccc(/C=N/NC(=O)C2CC(=O)N(c3ccc(OC)cc3)C2)cc1 (stereo not given) | 9 | 864 | -2% | 0.8%[50 µM]
Continued.
SMILES | Hep lipid drop | Hep lipid drop cells 6.5 µM | SIAH1 antagonists | K1F lysis inhibition
O=C(Nc1ccc(S(=O)(=O)NCC2CCCO2)cc1)c1cccc(F)c1 (stereo not given) | 2 | 777 | 2% | 0.1%
CCOc1ccccc1C(=O)NC1CCN(CC(=O)Nc2cc(OC)ccc2OC)CC1 | -15 | 748 | -2% | 0.1%
O=c1ccc2cc(S(=O)(=O)NCCCc3ccccc3)ccc2[nH]1 | 1 | 820 | -6% | 0.1%
COc1ccc(NC(=S)N2CCC(c3ccc(C)cc3)C2)cc1 (stereo not given) | -3 | 745 | 2% | -0.1%
Cc1cccc(C)c1N1CCN(C(=O)c2ccc3c(c2)OCO3)CC1 | 6 | 677 | 1% | -0.1%[50 µM]
CCOc1ccccc1Nc1cc(C)c2cccc(C)c2n1 | -8 | 788 | -2% | 0.0%
O=C(COC(=O)c1cccc(Cl)c1Cl)NC1CCCC1 | -1 | 864 | -2% | 0.2%
CCN1CCN(c2nc(NCCO)c3ccccc3n2)CC1 | 7 | 824 | 9% | 0.3%
COc1ccc(-c2c(C#Cc3ccccc3)c3ccccc3n2C)cc1 | -11 | 742 | 1% | 5.0%
O=C(NCc1ccccc1F)C1CCCN1S(=O)(=O)c1ccc(F)cc1 (stereo not given) | -2 | 823 | -4% | 0.2%
COc1ccc(CNC(=O)[C@H](C)NC(=O)C2CCN(S(=O)(=O)c3ccc(F)cc3)CC2)cc1 | 4 | 714 | 6% | 0.4%
COCCNS(=O)(=O)c1cc2[nH]c3c(c2cc1C)C(=O)CC(C)(C)C3 | 3 | 816 | -1% | -0.1%
COc1ccc(NC(=O)c2cnc(SC)nc2C)c(OC)c1 | -1 | 851 | -1% | 0.1%
Cc1ccccc1CC(=O)N1CCCC1 | 8 | 832 | 1% | 0.4%
CN(C)CCCNC(=O)C(=O)NCC1OCCN1S(=O)(=O)c1cccs1 (stereo not given) | -6 | 683 | -6% | 0.8%[50 µM]

Some of these compounds in order of their number in SIAH1 antagonists, falling:
molecule	SIAH1 antagonists
COc1ccc(CNC(=O)[C@H](C)NC(=O)C2CCN(S(=O)(=O)c3ccc(F)cc3)CC2)cc1	6%
COc1ccc(NC(=S)N2CCC(c3ccc(C)cc3)C2)cc1 (stereo not given)	2%
Cc1cccc(C)c1N1CCN(C(=O)c2ccc3c(c2)OCO3)CC1	1%
O=C(COC(=O)c1cccc(Cl)c1Cl)NC1CCCC1	-2%

An excerpt from above in order of count of non-hydrogen atoms, ascending.
SMILES | Hep lipid drop | Hep lipid drop cells 6.5 µM | SIAH1 antagonists | K1F lysis inhibition
O=C(NCCCCNC(=O)c1ccc(Br)cc1)c1ccc(Br)cc1 | 26 | 830 | 7% | -0.2%
O=C(Nc1ccc(S(=O)(=O)NCC2CCCO2)cc1)c1cccc(F)c1 (stereo not given) | 2 | 777 | 2% | 0.1%
CC(C)(C)c1ccc(S(=O)(=O)N2CCc3nc4ccccc4c(C(=O)O)c3C2)cc1 | -5 | 795 | 11% | -0.1%

A portion of the library; count on the stated rates, not on these rows.
